# Bioassay records as filed in PubChem BioAssay.
# TbREL1 primary – TbREL1 inhibition, primary screen. TbREL1 RNA ligation, FRET fluorescence. inhibition, % at 9.66 µM. hit rate 0.49% among 89,000. AID 1117264;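 active = inhibition above the mean inhibition across all screened compounds plus 3 SD, cut at about 11% in these data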;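 note: 0% = plate median of test wells and 100% = NSC42067 control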
# Target sequence (P86926 whole entry, looked up): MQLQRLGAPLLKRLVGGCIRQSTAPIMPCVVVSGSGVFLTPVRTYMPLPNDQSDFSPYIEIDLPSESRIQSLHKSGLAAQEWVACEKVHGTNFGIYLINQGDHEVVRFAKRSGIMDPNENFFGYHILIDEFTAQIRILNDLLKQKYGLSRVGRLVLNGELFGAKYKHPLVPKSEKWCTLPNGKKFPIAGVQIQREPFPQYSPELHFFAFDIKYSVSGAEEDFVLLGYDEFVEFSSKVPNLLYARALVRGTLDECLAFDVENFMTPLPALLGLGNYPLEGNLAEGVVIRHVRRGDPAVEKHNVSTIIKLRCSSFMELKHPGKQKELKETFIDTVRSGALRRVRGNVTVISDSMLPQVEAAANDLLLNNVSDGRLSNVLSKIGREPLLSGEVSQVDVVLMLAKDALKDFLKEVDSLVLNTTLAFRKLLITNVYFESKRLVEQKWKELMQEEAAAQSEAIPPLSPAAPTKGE
# Numbers without * were called inactive. A portion of the library. The share of hits here may be higher or lower than overall.
# The first 2 compounds, ahead of the listing:
compound	TbREL1 primary
CCN(CC(=O)Nc1ccc(NC(C)=O)cc1)C(=O)c1cccc(S(=O)(=O)N2c3ccccc3CC2C)c1 (stereo not drawn)	1
Cc1ccccc1Cn1nc(C)c(NC(=O)c2noc3c2CC(C(C)(C)C)CC3)c1C (stereo not drawn)	5

# The whole of this part, previewed entries included:
compound	TbREL1 primary
CCN(CC(=O)Nc1ccc(NC(C)=O)cc1)C(=O)c1cccc(S(=O)(=O)N2c3ccccc3CC2C)c1 (stereo not drawn)	1
Cc1ccccc1Cn1nc(C)c(NC(=O)c2noc3c2CC(C(C)(C)C)CC3)c1C (stereo not drawn)	5
COCCN(C(=O)c1ccc(N2CCCC2=O)cc1)c1c(N)n(CC(C)C)c(=O)[nH]c1=O	1
Cc1c(Cl)cccc1NC(=O)CCN1C(=O)NC(C)(C)C1=O	0
O=C(Cc1ccccc1)NC(=S)Nc1cccc(C(F)(F)F)c1	1
CCCCc1cc(=O)oc2cc(OCC(=O)N(CC)CC)c(Cl)cc12	-2
CC1CCN(S(=O)(=O)c2ccc(S(=O)(=O)NCc3ccccc3)cc2)CC1	2
O=C(CCc1ccccc1)c1ccc2c(c1)OCCCO2	-1
Cc1ccc(C(=O)n2c3ccccc3c3ccccc32)cc1	2
Cc1c(Cl)cccc1NC(=O)NCc1cccnc1	1
O=C(NCCO)c1ccc2[nH]c3ccccc3c2c1	4
O=C(NC1CCCC1)C1c2ccccc2C(=O)N1CCCN1CCOCC1 (stereo not drawn)	3
Cc1cc(=O)n2nc(-c3ccccc3)sc2n1	-1
CCCC[C@H](C(=O)N(CC)c1ccccc1)[C@@H](O)c1ccc2ccccc2c1	5
CC(C)[C@H]1COCCS(=O)(=O)N1Cc1ccccc1	-1
Cc1cc(Oc2ccc(=O)n(C)n2)nc(SCc2ccccc2)n1	1
CCC(=O)Nc1ccc(C(=O)NNC(=O)c2ccccc2)cc1	6
CCOC(=O)c1cc2c(=O)n3ccccc3nc2n(Cc2ccco2)c1=NC(=O)c1cccc(OC)c1	0
CC(=O)Nc1ccc(NC(=O)CSc2nnc(-c3ccc4c(c3)OCO4)o2)cc1	-3
CCOC(=O)C1CCN(C(=O)CSCCSCC(=O)N2CCC(C(=O)OCC)CC2)CC1	-1
Cc1cc(OCCN2CCCC2)ccc1C(C)C	-1
CCOC(=O)c1c(C)c(C(=O)Nc2ccccc2)c(C)n1CC	0
Cc1ccc(Nc2nc(N)nc(CN3CCN(c4ccccc4)CC3)n2)cc1Cl	-2
O=C(CCN1C(=O)c2ccccc2S1(=O)=O)Nc1cc(Cl)ccc1Cl	7
COc1ccc(CN=Cc2c(C(F)(F)F)[nH][nH]c2=O)cc1	1

# Next results follow:
compound	TbREL1 primary
O=C(O)c1ccc(S(=O)(=O)c2ccc3c(c2)C(=O)N(NC(=O)c2ccc(O)cc2)C3=O)cc1	12*
N#CC1(NC(=O)Cn2cc(C(F)(F)F)ccc2=O)CCCC1	4
COCCCNC(=O)CN(c1cccc(Cl)c1C)S(C)(=O)=O	-2
COc1cc(-c2noc(C)c2C#Cc2nccn2C)cc(OC)c1OC	2
Cc1ccc(NC(=O)NC(=S)NC(=O)c2ccccc2)cc1	-5
O=C(CSc1n[nH]c(-c2ccccn2)n1)Nc1ccc(F)cc1	1
CCn1c(SCC(=O)c2ccccc2)nnc1-c1cnccn1	3
CC(=O)Oc1ccccc1Cn1c(C)c(C(=O)NCCC#N)sc1=O	6
COC(C[C@H](O)C[C@@H](O)[C@@H](C)OCc1ccccc1)OC	4
COc1ccc(CCNC(=O)c2cc(-c3ccco3)nc3ccccc23)cc1	0
CCn1c(=O)c(=O)[nH]c2cc(C(=O)Nc3ccc(S(=O)(=O)N4CCCC4)cc3)ccc21	1
CS(=O)(=O)N1CC2CCCN2c2cc(C(F)(F)F)ccc21 (stereo not drawn)	-2
COc1ccc(CSc2nnc(SCc3ccccc3)s2)cc1	1
O=C(CN(C(=O)c1ccccc1Cl)C1CCCCC1)Nc1ccc(Cl)c([N+](=O)[O-])c1	6
CCc1nc2ccc(C(=O)N3CCN(C(C)=O)CC3)cn2c1N(CC)C(=O)NCCc1ccccc1	0
CC(C)S(=O)(=O)N[C@@H]1c2cc3c(cc2[C@H](c2ccccc2)[C@H]1C)OCO3	2
O=C(NCc1ccco1)C12CC3CC(C1)CC(C(=O)NCc1ccco1)(C3)C2	-3
CCOC(=O)[C@]12CCCC=C1N(Cc1ccc(OC)cc1)C(=O)[C@@H]2CC(=O)NCc1ccc(OC)c(OC)c1	-3
Cc1cccc(C)c1OCC(O)CN1CCCCC1 (stereo not drawn)	1
COc1cccc(-c2nnc(-c3ccc(C(F)(F)F)cc3)o2)c1OC	0
O=S(=O)(c1ccc2nc(COc3ccccc3)[nH]c2c1)N1CCOCC1	4
CCc1nnc(NC(=O)CSc2nc3ccccc3o2)s1	0
CCC(C)(C)n1nnnc1C(c1cc2cc3c(cc2[nH]c1=O)OCO3)N1CCN(C)CC1 (stereo not drawn)	1
O=C(/C=C/c1cccc2ccccc12)N1CCOCC1	1
Cc1ccnc(NS(=O)(=O)c2ccc(NC(=O)COc3ccccc3)cc2)n1	0

# The listing continues:
compound	TbREL1 primary
CN1C(=O)N(C)C(c2cccc([N+](=O)[O-])c2)C2=C1CCCC2=O (stereo not drawn)	7
COc1ccccc1NC(=O)C/C(C)=N/NC(=O)C12CC3CC(CC(C3)C1)C2	2
S=C1NCCNC(=S)NCCOCCOCCN1	2
O=C(COC(=O)c1ccco1)NC1CCCc2ccccc21 (stereo not drawn)	1
Cc1cccc2sc(NC(=O)CN(C)S(=O)(=O)c3cccs3)nc12	0
COc1cc(=O)[nH]c(SC(C)C(=O)Nc2cc(C)on2)n1 (stereo not drawn)	1
CCOc1ccc(NC(=O)C2CCN(S(=O)(=O)c3c(C)noc3C)CC2)cc1	-1
O=[N+]([O-])c1cccc(S(=O)(=O)Nc2ccc(-c3ccc(N4CCCC4)nn3)cc2)c1	0
CCCCN1C(=O)/C(=C/C=C2/C=Cc3ccccc3N2CC)SC1=S	0
CCOC(=O)C1CCN(S(=O)(=O)c2ccc(NC(=O)c3ccco3)cc2)CC1	0
Cc1ccc(C(=O)COC(=O)COc2ccccc2[N+](=O)[O-])s1	4
C=CCN(c1ccccc1)S(=O)(=O)c1cc2c(cc1C)NC(=O)CO2	1
CC(=O)c1ccc(-c2ccc(Cn3c(C)nc4cc(N)c(C)nc43)cc2)cc1	2
c1cc2cc(-c3c(-c4ccc5c(c4)OCO5)noc3-c3ccsc3)ccc2[nH]1	2
CCOC(=O)N[C@H](C(=O)N1CCC[C@H]1C(=O)NC1CCCC1)C1CCCCC1	-1
Cc1nc(-c2ccc(Cl)cc2)sc1C1(C)CC(c2ccccc2F)=NO1 (stereo not drawn)	1
COc1ccc(Cl)cc1Cn1c(C)c(C(=O)N(C)Cc2ccc(F)cc2)sc1=O	-2
COc1ccccc1C(C)NC(=O)c1cc(S(=O)(=O)N2CCCCC2)ccc1C (stereo not drawn)	0
COC(=O)C1CN(Cc2ccccc2)CCS(=O)(=O)N1Cc1ccccc1F (stereo not drawn)	-1
Cc1cc(C(=O)N(C)C2CCCCC2)no1	5
CCOc1ccc(CCNC(=O)COC(=O)COc2ccc(Cl)cc2)cc1OCC	-1
Cc1nc2c(ccc3nc(NC(=O)c4ccc5c(c4)OCCO5)sc32)s1	1
Cc1cc[n+](-c2[nH]c(=O)sc2/C=N/NC([S-])=Nc2ccccc2)cc1C	-2
COc1ccc(C(=O)Nc2nnc(S(=O)(=O)N3CCCCCC3)s2)cc1OC	0
COc1ccccc1-n1c(C)cc(C=O)c1C	-3

# (continued)
compound	TbREL1 primary
CCOC(=O)c1ccc(N(C(=O)c2cnccn2)C(C(=O)NC2CCCCC2)c2cn(C)nc2C)cc1 (stereo not drawn)	-4
COc1ccc(NC(=O)c2cc(-c3ccco3)on2)c(OC)c1	1
COc1cc(C(=O)Nc2nccs2)cc(OC)c1OC	2
CCn1cc(S(=O)(=O)N2CCN(Cc3cccc(Cl)c3)CC2)cn1	1
COc1cc(CNCCN(C)C)ccc1OCc1c(F)cccc1Cl	2
CCc1ccc(NC(=O)CSc2nc3ccsc3c(=O)n2CCCCCC(=O)O)cc1	1
Cc1ccc2nc(-c3ccccn3)c(NC3CCCC3)n2c1	-2
Cc1ccc(S(=O)(=O)/C(=C/Cl)NC(=O)c2ccccc2)cc1	-1
CC(C)C[C@H](NC(=O)c1nc[nH]c1C(=O)N1CCC(C)CC1)C(=O)OC(C)(C)C	-1
CCc1ccc([C@H]2C(C(=O)O)=C[C@@H](CC3CCCC3)N2S(=O)(=O)c2ccc(C)cc2)cc1	0
COc1ccc([C@H]2CC(=O)C=C(c3ccccc3OC)C2)cc1OC	5
CCOC(=O)C1CCN(c2nc(C)cc(C)c2C#N)CC1	3
Cn1c(=O)c2c(nc(OCc3cccnc3)n2Cc2c(F)cccc2Cl)n(C)c1=O	2
O=C(NC1CCCN(CCc2ccccc2)C1)c1c(F)cccc1F (stereo not drawn)	1
C=CCc1cc(OC)ccc1OCCOCCC(C(=O)OCC)C(=O)OCC	-2
CCOc1ccc(C=NN2CCCCCC2)cc1OCC	-6
Cc1ccc(S(=O)(=O)N2CCCCC2)cc1NC(=O)C1CCN(C(=O)OC(C)(C)C)CC1	-5
COc1ccc(/C=C2\CCCC3C2=NN(C(=O)COC(=O)CNC(=O)c2ccccc2)C3c2ccc(OC)cc2)cc1 (stereo not drawn)	-1
COC(=O)C1=C(C)N(Cc2ccc(C)cc2)C(=O)C1	-2
C[C@H](CO)N1C[C@H](C)[C@H](CN(C)S(=O)(=O)c2ccc(Cl)cc2)OCc2ccccc2-c2c(n(C)c3ccccc23)C1=O	3
C=CCn1c(SCC(=O)Nc2ccccc2OCC)nnc1-c1ccc(C(C)(C)C)cc1	-3
O=C(CN1CCN(c2ccc(Cl)cc2)CC1)c1ccc2c(c1)OCO2	6
CCN(C(=O)CN1C(=O)NC(c2ccccc2)(c2ccc(C)c(C)c2)C1=O)C1CCCCC1 (stereo not drawn)	-1
Cc1cccc(/N=C/c2c(O)cc(C)oc2=O)n1	1
COc1ccc(N2CCN(C(=O)CN(c3ccc(OC)cc3)S(=O)(=O)c3ccccc3)CC2)cc1	-8

# Part of the list above in order of count of non-hydrogen atoms, descending.
compound	TbREL1 primary
CCOC(=O)c1ccc(N(C(=O)c2cnccn2)C(C(=O)NC2CCCCC2)c2cn(C)nc2C)cc1 (stereo not drawn)	-4
C=CCc1cc(OC)ccc1OCCOCCC(C(=O)OCC)C(=O)OCC	-2
COc1cc(CNCCN(C)C)ccc1OCc1c(F)cccc1Cl	2

# The list continues.
compound	TbREL1 primary
CCC(=O)NNC(=S)NC(=O)c1ccc(C)cc1	-6
COc1ccc(S(=O)(=O)N2CCCCC2)cc1NC(=O)CSc1nnc(C2CC2)n1C	0
OC1(c2ccc(Br)cc2)CCNCC1	1
CC1Cc2nc(SCC(=O)Nc3nccs3)n(C)c(=O)c2S1 (stereo not drawn)	-1
O=C(NC1CC1)c1cc2cc(Br)ccc2s1	2
CCOC(=O)C1(C)CCCN(C(=O)c2ccccc2F)C1 (stereo not drawn)	-2
O=C1CCCCC(=O)[C@H](O)C[C@H](c2ccccc2)O1	2
COc1ccccc1CNC(=O)c1nn(-c2ccc(C)cc2)c(=O)c2c1c1ccccc1n2C	2
Cc1ccc(NC(=O)CCc2ccc(S(=O)(=O)N3CCOCC3)cc2)c(C)c1	7
C/C(=N\Nc1ccc(S(=O)(=O)N2CCOCC2)cc1[N+](=O)[O-])C(C)C	1
CNc1c(N=Cc2cccnc2)c(=O)n(C)c(=O)n1C	0
CCc1ccc(NC(=O)C(C)OC(=O)CN2C(=O)NC3(CCCC3)C2=O)cc1 (stereo not drawn)	4
CCOc1c2ccc(C(=O)NCc3ccc(OC(F)(F)F)cc3)cc2nn1CC	0
CC1=C(C(=O)N2CCCCCC2)CC(CC(=O)NCCCCc2ccccc2)C(=O)N1Cc1ccccc1 (stereo not drawn)	-1
CCOC(=O)[C@H]1[C@H]2COc3ccc(Cl)cc3[C@@H]2N2C(=O)c3cc(F)ccc3NC(=O)[C@@]12C	-3
COc1cccc(C(=O)Nc2nnc(-c3cccs3)s2)c1	1
N#Cc1c(-c2ccco2)cc(C2CC2)nc1SCC(=O)c1ccccc1	6
CCN(CC)S(=O)(=O)c1ccc2[nH]cc(C(=O)NCCN3CCCCC3C)c(=O)c2c1 (stereo not drawn)	1
CC(=O)NCC(=O)OCC(=O)c1ccc2ccccc2c1	6
COC(=O)c1ccccc1NC(=O)CN1CCC(NC(=O)c2ccccc2C)CC1	2
O=S(=O)(Nc1ccc(S(=O)(=O)N2CCOCC2)cc1)c1ccc(Br)cc1	-1
C=CCn1c(SCC(=O)Nc2cc(NC(C)=O)ccc2OC)nnc1-c1cccnc1	-1
Cc1ccc(C)c(S(=O)(=O)N2CCN(C(=O)c3ccncc3)CC2)c1	-2
C[C@@H](O)[C@H]1O[C@]2(C)CCC[C@H]1O2	-3
CC(=O)Nc1ccc(S(=O)(=O)N(C)CC(=O)OC2CCCCC2=O)cc1 (stereo not drawn)	0
O=S(=O)(Nc1ccc(-c2cn3c(n2)SCC3)cc1)c1ccccc1F	3

# 3 records drawn at random from the list so far, as already listed:
compound	TbREL1 primary
C/C(=N\Nc1ccc(S(=O)(=O)N2CCOCC2)cc1[N+](=O)[O-])C(C)C	1
OC1(c2ccc(Br)cc2)CCNCC1	1
COC(=O)c1ccccc1NC(=O)CN1CCC(NC(=O)c2ccccc2C)CC1	2

# 4 consecutive compounds from above, for reference:
compound	TbREL1 primary
CCC(=O)NNC(=S)NC(=O)c1ccc(C)cc1	-6
COc1ccc(S(=O)(=O)N2CCCCC2)cc1NC(=O)CSc1nnc(C2CC2)n1C	0
OC1(c2ccc(Br)cc2)CCNCC1	1
CC1Cc2nc(SCC(=O)Nc3nccs3)n(C)c(=O)c2S1 (stereo not drawn)	-1
